Bcl-B displacement = displacers of TR3 peptide from Bcl-B, primary screen, selectivity assay for Bfl-1 inhibitor project, biochemical, fluorescence polarization; Bcl-2-like protein 10 (Homo sapiens); 96,000 tested, 0.11% active; displacement, % at 20 µM, or IC50 in µM where a hit was titrated; FP displacement of FITC-TR3 peptide from Bcl-B; higher % means a stronger effect;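 active means displacement above 50% at 20 µM plus a fluorescence interference ratio under 1.5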;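 further: plate controls were wells without compound for no effect and wells lacking Bcl-B protein for full effect; a part of the inactive calls stands beside numbers as strong as those of hits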
PLAP inhibitors HTS = PLAP enzyme inhibitors, biochemical, luminescence, HTS (AID 690); Alkaline phosphatase, placental type (Homo sapiens); purified PLAP, luminescent substrate; higher % means a stronger effect; one-dose inhibition, % at 20 µM; IC50 in µM for titrated hits; 96,000 tested, 0.08% active; in the data active means a potency from the dose series; inactive means the rest, 99 in 100 with inhibition below about 30%; further: strong numbers were not always called active
NFkB transloc pot = enhancers of NFkB p65 translocation in HUVEC – imaging, IL-1B stimulus, high-content imaging, primary screen; activation, % at 2 µM; AID 819, 2007; 94,000 tested, 0.3% active; HUVEC IL-1B NFkB p65 nuclear translocation imaging;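 active means activation above 40%, about the mean plus 3 SD, also judged a hit on visual image review; inconclusive means activation above 40% but not a hit on visual review; inactive means activation not above 40% and no visual hit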;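 further: percent activation is computed from the nuclear over cytoplasmic p65 intensity ratio; values of inactives mirror those of a sister screen read the other way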
IL1B NFkB inh = inhibitors of IL-1B driven NFkB p65 nuclear import, primary screen, imaging, HUVEC, IL-1B stimulus, high-content imaging | HUVEC IL-1B NFkB p65 nuclear translocation imaging | inhibition, % at 2 µM | 94,000 tested, 0.43% active | AID 796, 2007;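 active means inhibition above about 30% together with a positive call from visual inspection of the well image, limit read from the data; inconclusive means inhibition above a set limit but visual check negative; inactive means inhibition not above a set limit, visual check negative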;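 further: nuclear over cytoplasmic p65 intensity ratio measured by imaging; 0% = IL-1B stimulated DMSO wells and 100% = unstimulated DMSO wells; values of inactives mirror those of a sister screen read the other way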
MRP reversal = reversal of MRP1-mediated doxorubicin resistance, primary screen, H69AR cells, doxorubicin co-treatment; H69AR cells + 2 uM doxorubicin, CellTiter-Glo, 72 h; differential viability (reversal), % at 10 µM; 85,000 tested, 0.04% active; AID 602, 2007;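 active means viability drop by adding the cancer drug above about 55%, with treated viability meeting a 40% cutoff, limit read from the data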;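 further: viability without doxorubicin minus viability with 2 µM doxorubicin for each compound; larger differential means the compound sensitizes cells more to doxorubicin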
MRP reversal cytotoxicity = recorded beside MRP reversal, whose call it bears; viability, %; H69AR cells, CellTiter-Glo, 72 h; measured here: cytotoxicity without doxorubicin
MRP reversal with doxorubicin = second read-out of MRP reversal, no call of its own (marks repeat the call); viability, %; measured here: viability with 2 uM doxorubicin; active compounds read low
IL1B NFkB inh cell count 2 µM = recorded beside IL1B NFkB inh, whose call it bears; cell count; measured here: cells passing quality filter;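 raw number of nuclei counted in each imaged well without normalization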
NFkB transloc pot cell count 2 µM = also measured in NFkB transloc pot; calls as there; cell count; measured here: cells passing quality filter
An asterisk follows results filed as active; ? = inconclusive; nt = not tested or not shown.

SMILES	Bcl-B displacement	PLAP inhibitors HTS	NFkB transloc pot	NFkB transloc pot cell count 2 µM	IL1B NFkB inh	IL1B NFkB inh cell count 2 µM	MRP reversal	MRP reversal cytotoxicity	MRP reversal with doxorubicin
CCOC(=O)N1CCN(C(=O)C2CC(=O)N(c3ccc(OC)cc3)C2c2ccc(OC)cc2)CC1 (stereo unspecified)	nt	nt	6	171	-6	171	5	76	71
CCOC(=O)C1CCN(C(=O)COc2ccc(N(C)S(=O)(=O)c3cccs3)cc2)CC1	-1%	-59%	-5	109	5	109	-3	87	90
CCN(CC)C(=O)C(Cc1ccccc1)N1C(=O)c2ccccc2C1=O (stereo unspecified)	3%	-281%	2	140	-2	140	nt	nt	nt
c1cc(-c2noc(CCC3CCCC3)n2)ccn1	-15%	-8%	6	114	-6	114	14	92	78
Cc1cccc(-c2nc(=S)c3c(n2Cc2ccco2)CCCC3)c1	-8%	-3%	-18	169	18	169	16	83	66
CC1(C)CN=C(N2CCN(c3ncnc4sc5c(c34)CCCC5)CC2)S1	-4%	-43%	4	145	-4	145	nt	nt	nt
CCC(C#CCN1CCOCC1)(CC)OCCC#N	2%	14%	19	230	-20	230	3	98	95
c1ccc(SCCc2ccncc2)cc1	8%	-3%	-4	166	4	166	9	95	86
Cc1sc2nc(C(C)C)oc(=O)c2c1C	3%	7%	6	165	-6	165	-10	87	96
O=C(CSc1nc2c(c(C(F)(F)F)n1)CCc1ccccc1-2)NCc1ccccc1	nt	nt	5	119	-5	119	23	60	37
CCOC(=O)C1CCN(C/C=C/c2ccccc2OC)CC1	-6%	-54%	13	158	-13	158	2	74	72
CC(=O)Nc1cc(-c2nn(C)c(=O)c3ccccc23)ccc1N1CCOCC1	-8%	-49%	5	158	-5	158	23	84	61
CCN1CCN(CC(=O)c2c[nH]c3ccc(C)cc23)CC1	4%	-3%	-4	121	4	121	-10	85	95
CC(Oc1ccc(Cl)cc1)C(=O)/C=C/N(C)C (stereo unspecified)	-4%	10%	-4	172	4	172	nt	nt	nt
COC(=O)c1sccc1NC(=O)c1ccco1	0%	11%	7	119	-7	119	-2	100	103
Cc1ccc(S(=O)(=O)N2CCC(C(=O)N[C@@H](C)C(=O)NCc3ccccc3)CC2)cc1	6%	-17%	nt	nt	nt	nt	11	104	93
Cc1noc(C)c1CSc1nc2ccccc2c(=O)n1-c1ccc(Cl)cc1	-42%	-28%	-1	17	1	17	-42	14	57
CCc1c(C)n([O-])c2c([n+]1=O)CCC2	7%	22%	-6	141	6	141	0	98	98
COc1ccc(Cl)cc1N1C(=O)C2CCCN2C1c1sccc1C (stereo unspecified)	-10%	-25%	33	130	-33	130	14	91	77
O=C(N1CCOCC1)N1CCN(c2ccccn2)CC1	-6%	-1%	8	109	-8	109	5	98	93
CCn1c(SCC(=O)Nc2ccc3c(c2)OCO3)nc2c(c1=O)SC(C)C2 (stereo unspecified)	4%	11%	10	66	-10	66	-2	79	80
COc1ccc(C(=O)Nc2cccc(C(C)=O)c2)cc1S(=O)(=O)N1CCOCC1	-4%	12%	-2	89	2	89	18	90	72
CCCOc1ccc(N2C(=O)CC(N3CCCC(C(=O)N4CCCC4)C3)C2=O)cc1 (stereo unspecified)	-4%	-36%	17	145	-17	145	4	94	89
O=C(CSc1nnc(-c2ccccc2O)o1)N1CCc2ccccc2C1	-8%	-6%	-4	51	4	51	-11	65	77

2 records picked at random from those above, as already listed:
SMILES	Bcl-B displacement	PLAP inhibitors HTS	NFkB transloc pot	NFkB transloc pot cell count 2 µM	IL1B NFkB inh	IL1B NFkB inh cell count 2 µM	MRP reversal	MRP reversal cytotoxicity	MRP reversal with doxorubicin
Cc1cccc(-c2nc(=S)c3c(n2Cc2ccco2)CCCC3)c1	-8%	-3%	-18	169	18	169	16	83	66
Cc1sc2nc(C(C)C)oc(=O)c2c1C	3%	7%	6	165	-6	165	-10	87	96

(continued)
SMILES	Bcl-B displacement	PLAP inhibitors HTS	NFkB transloc pot	NFkB transloc pot cell count 2 µM	IL1B NFkB inh	IL1B NFkB inh cell count 2 µM	MRP reversal	MRP reversal cytotoxicity	MRP reversal with doxorubicin
c1ccc2c(NCC3CCCO3)nc(-c3ccncc3)nc2c1 (stereo unspecified)	1%	-21%	-4	115	4	115	-26	35	62
Cc1noc(C)c1CSc1nc2ccccc2nc1NS(=O)(=O)c1ccc(Cl)cc1	-3%	-12%	15	144	-15	144	-4	57	61
NC(=O)N1CCCC1C(=O)Nc1ccc(Cl)c(Cl)c1 (stereo unspecified)	-9%	10%	-7	190	7	190	nt	nt	nt
CC1(C)CC2CC(C)(CN2C(=O)C23CCC(C)(C(=O)O2)C3(C)C)C1 (stereo unspecified)	-1%	-45%	-6	112	6	112	-7	94	101
COCCN(Cc1cc2ccc(C)cc2n2nnnc12)Cc1nnnn1C(C)(C)C	nt	nt	25	110	-25	110	8	55	47
O=C(NCCN1CCOCC1)c1ccc2c(c1)N(Cc1ccc(F)cc1)C(=O)CS2	-4%	-42%	nt	nt	nt	nt	4	104	100
CNc1ccccc1-n1ccc(-c2ccccc2)n1	1%	-14%	29	100	-29	100	10	100	89
CN(C)c1nc(OCCNC(=O)COc2ccc(Cl)cc2Cl)nc(N2CCOCC2)n1	-10%	-77%	2	123	-2	123	-11	60	72
Cc1cc(C(=O)OCC(=O)NCc2ccco2)c(C)n1-c1ccc(F)cc1	-8%	-7%	nt	nt	nt	nt	-26	21	47
COc1cc(C2=NOC(C(=O)NC3CCCCC3)C2)cc(OC)c1OC (stereo unspecified)	-14%	-13%	0	101	0	101	2	82	80
CN(C)/C=N/c1ncc(C(=O)c2ccccc2)s1	-5%	8%	14	118	-14	118	nt	nt	nt
Cc1ccc2nc(NC(=O)CCn3c(=O)sc4ccccc43)sc2c1	-2%	-2%	6	173	-6	173	17	82	65
COc1cc2c(cc1OC)C(C)N(C(=O)c1cc3ccccc3o1)CC2 (stereo unspecified)	1%	-15%	-3	80	3	80	-9	65	74
O=C(CSc1nnc(CSc2nc3ccccc3s2)o1)NC1CCCCC1	-5%	12%	nt	nt	nt	nt	0	95	95
CCN(CC)CCNC(=O)Cn1cnc2sc(C)c(S(=O)(=O)N3CCOCC3)c2c1=O	nt	nt	7	110	-7	110	6	96	90
O=C(NCc1ccco1)c1ccc2nc3sc4c(c3c(=O)n2c1)CCCC4	4%	-31%	-5	188	4	188	nt	nt	nt
Cc1cc(NC(=O)c2ccco2)ncc1NC(=O)CCc1ccccc1	3%	2%	-4	193	4	193	3	90	88
CN(C)c1nc(Nc2ccccc2)nc(N(C)C)n1	-4%	-16%	30	148	-30	148	nt	nt	nt
O=C(O)CN1CCN(Cc2ccc(F)cc2Cl)C1=O	23%	nt	?	nt	-83	129	-5	97	102
O=C(COC(=O)C1CC(=O)N(c2ccc3c(c2)OCCO3)C1)NC1CCCc2ccccc21 (stereo unspecified)	-10%	3%	1	202	-1	202	4	92	88
CC(=O)N1C(=O)N(C)C2C1N(C)C(=O)N2C(C)=O (stereo unspecified)	5%	8%	-3	96	3	96	nt	nt	nt
CCCC(=O)Nc1c(C(=O)OCC)[nH]c2ccccc12	5%	5%	3	56	-3	56	nt	nt	nt
NC(=O)c1cc(S(=O)(=O)Nc2cccc(F)c2)co1	0%	7%	-2	52	2	52	-4	89	93
CCCCc1nc(NCCN)c(C#N)c2c1CSC(C)(C)C2	-7%	-46%	9	100	-9	100	1	1	0
COC(CNC(=O)c1ccc(Cn2c(=S)[nH]c3cc4c(cc3c2=O)OCO4)cc1)OC	-10%	21%	-10	103	10	103	-1	82	83
Cn1ncc2c(N3CCN(c4ccccc4F)CC3)ncnc21	-3%	12%	-2	174	2	174	nt	nt	nt
CCC1CCc2c(sc(N)c2C(N)=O)C1 (stereo unspecified)	nt	nt	30	139	-30	139	6	85	79
CC(C)c1ccc(NC(=O)c2cccnc2)cc1	-7%	7%	6	94	-6	94	15	98	83
Cc1ccc(-n2c(SCc3nnc4n3CCC4)nnc2-c2ccccc2)cc1	-3%	-10%	0	151	0	151	10	82	72
N#Cc1c(-c2ccco2)cc(C2CC2)nc1N	4%	-8%	4	136	-4	136	1	72	72
O=C(O)c1cc(S(=O)(=O)N2CCOCC2)ccc1N1CCOCC1	2%	-8%	-2	157	2	157	nt	nt	nt
CCc1ccccc1NC(=O)CC1S/C(=N\c2nccs2)N(CC)C1=O (stereo unspecified)	-7%	6%	nt	nt	nt	nt	12	93	81
COC(=O)c1ccc(-c2nc(O)c3cnccn23)cc1	-36%	15%	12	78	-12	78	11	95	84
CC(C)C(=O)Nc1cccc(NC(=O)c2cc3ccccc3o2)c1	1%	21%	-10	82	10	82	-14	76	90
COc1ccc(C)cc1NC(=O)CSc1nnc(COc2ccccc2)n1Cc1ccco1	-6%	-41%	-9	215	9	215	-5	64	69
C=CCn1c(SCC(=O)c2cccs2)nc2sc(C)c(C)c2c1=O	nt	nt	-7	86	7	86	-10	46	57

The closing four compounds of the section above open the next one.
SMILES	Bcl-B displacement	PLAP inhibitors HTS	NFkB transloc pot	NFkB transloc pot cell count 2 µM	IL1B NFkB inh	IL1B NFkB inh cell count 2 µM	MRP reversal	MRP reversal cytotoxicity	MRP reversal with doxorubicin
COC(=O)c1ccc(-c2nc(O)c3cnccn23)cc1	-36%	15%	12	78	-12	78	11	95	84
CC(C)C(=O)Nc1cccc(NC(=O)c2cc3ccccc3o2)c1	1%	21%	-10	82	10	82	-14	76	90
COc1ccc(C)cc1NC(=O)CSc1nnc(COc2ccccc2)n1Cc1ccco1	-6%	-41%	-9	215	9	215	-5	64	69
C=CCn1c(SCC(=O)c2cccs2)nc2sc(C)c(C)c2c1=O	nt	nt	-7	86	7	86	-10	46	57
c1cc2c(c(NCc3ccncc3)c1)CCCC2	0%	-18%	nt	nt	nt	nt	11	81	70
COC(=O)c1cc2n(n1)CCN(Cc1ccc(OC)cc1)C2=O	-4%	0%	?	nt	-50	145	nt	nt	nt
CCOC(=O)c1sc(NC(=O)c2ccccc2OC)nc1C	2%	-25%	7	60	-7	60	2	77	76
Cc1ccc(S(=O)(=O)c2c(C)cc(-c3ccccc3)[nH]c2=O)cc1	-2%	11%	1	126	-1	126	nt	nt	nt
Cc1ccccc1-c1nnc(SCC(=O)Nc2c(C)n(C)n(-c3ccccc3)c2=O)o1	nt	nt	-5	134	5	134	13	95	82
O=C(Nc1ccccc1C(F)(F)F)NC1CCCCC1	0%	23%	5	182	-5	182	2	91	88
Cc1ccc(C(=O)NNC(=O)C2CCN(Cc3ccccc3)CC2)cc1	3%	-110%	17	120	-17	120	nt	nt	nt
CC(=O)Nc1ccc(C(=O)OC2CCCCC2=O)cc1 (stereo unspecified)	-1%	16%	12	147	-12	147	nt	nt	nt
C=CCn1c(-c2csc(-c3ccc(Cl)cc3)n2)n[nH]c1=S	3%	-54%	13	212	-13	212	4	97	94
Cc1cc(C)cc(NC(=O)c2ccc(CSc3nnc(C)s3)cc2)c1	-2%	27%	-1	183	1	183	nt	nt	nt
CC(C)(CS(=O)(=O)[O-])NC(=O)CC[N+](C)(C)CCO	44%	-3%	-9	184	9	184	-5	98	104
N#CCCN(CCC#N)C(=O)c1ccc2c(c1)OCO2	-9%	23%	15	136	-15	136	2	99	97
COc1cc(OC)cc(-c2n[nH]c(=S)n2-c2cc(OC)ccc2OC)c1	2%	-59%	-1	143	1	143	-1	24	25
O=C1c2ccccc2C(=O)N1CSc1nnc2c3ccccc3n(CCc3ccccc3)c2n1	2%	-2%	-10	140	10	140	-20	64	84
CCC(CC)C(=O)OCC(=O)NC12CC3CC(CC(C3)C1)C2	-8%	-19%	-1	189	1	189	15	81	66
CCCCNC(=O)CC1N=C2c3ccccc3N=C(SCC(=O)Nc3cccc(OC)c3)N2C1=O (stereo unspecified)	6%	-50%	-8	104	8	104	-3	71	74
Cc1sc(NC(=O)CN(C)C2CCCCC2)nc1-c1ccc2c(c1)CCN2S(=O)(=O)c1ccccc1	-6%	-23%	-1	172	1	172	nt	nt	nt

Some of the compounds tested; count on the stated rates, not on these rows.
